Bioassay records (PubChem BioAssay)
TDP1 inh: inhibitors of human tyrosyl-DNA phosphodiesterase TDP1; Q9NUW8; recombinant TDP1, AlphaScreen DNA substrate cleavage; Potency, µM (highest dose often 130 µM), for inactives: top-dose activity change, negative = inhibition, hits mostly inhibitors; 350,000 tested, 0.28% active; AID 485290; note: nearly all actives have a fitted effect of over 40% in size
Target sequence (Q9NUW8 whole entry, looked up): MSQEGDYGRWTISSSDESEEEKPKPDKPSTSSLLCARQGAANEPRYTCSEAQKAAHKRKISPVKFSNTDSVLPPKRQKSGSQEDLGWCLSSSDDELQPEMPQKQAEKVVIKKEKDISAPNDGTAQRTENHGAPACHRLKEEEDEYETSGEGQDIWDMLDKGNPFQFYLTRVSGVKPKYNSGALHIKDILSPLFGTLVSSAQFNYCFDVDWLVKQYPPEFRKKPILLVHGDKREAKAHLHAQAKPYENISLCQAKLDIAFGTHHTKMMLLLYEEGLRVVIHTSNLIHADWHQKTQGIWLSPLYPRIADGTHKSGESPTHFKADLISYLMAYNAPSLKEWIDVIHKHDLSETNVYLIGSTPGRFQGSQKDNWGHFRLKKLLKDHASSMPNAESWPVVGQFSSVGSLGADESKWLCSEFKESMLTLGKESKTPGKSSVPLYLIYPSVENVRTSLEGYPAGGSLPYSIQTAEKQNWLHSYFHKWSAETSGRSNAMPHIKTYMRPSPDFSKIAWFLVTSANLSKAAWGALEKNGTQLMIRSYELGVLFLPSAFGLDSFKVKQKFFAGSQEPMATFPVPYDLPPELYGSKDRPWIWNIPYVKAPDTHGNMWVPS
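Recombinant E. coli-expressed Tdp1 (1 nM) preincubated with compound 15 min at RT, then 5'-biotin/3'-phosphotyrosine-FITC DNA substrate (15 nM) added for 5 min. AlphaScreen beads (10 ug/ml) added, 10 min RT; tyrosine-FITC cleavage read as signal loss.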
TDP1 cell noCPT: qHTS for Inhibitors of human tyrosyl-DNA phosphodiesterase 1 (TDP1): qHTS in cells in absence of CPT; DT40 Tdp1-/- hTDP1 cells, no CPT, ATP luminescence, 48 h; 420,000 tested, 15% active; AID 686978, 2013; Potency, µM (series often up to 46.2 µM), inactives show top-dose activity change, negative = growth inhibition, actives largely listed as inhibitors; note: nearly all actives have a fitted effect of over 55% in size
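Readout: luminescence from CellTiter-Glo after 30 min in the dark at RT. Cells: DT40 Tdp1-/- with stable hTDP1, 400/well. Exposure: compounds alone, ≥48 hr, 37 °C.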
TDP1 cell CPT: growth inhibition of DT40 Tdp1-/-;hTDP1 cells with camptothecin (screen for TDP1 inhibitors) | chicken DT40 Tdp1-/-;hTDP1 cells + 20 nM CPT, ATP luminescence, 48 h | Potency, µM (titrated, usually from 46.2 µM), inactives show top-dose activity change, negative = growth inhibition, hits mostly inhibitors | 420,000 tested, 12% active; note: nearly all actives have a fitted effect of over 55% in size
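Chicken DT40 Tdp1-/- cells stably complemented with human TDP1 were seeded at 400 cells/well in medium containing 20 nM camptothecin, exposed to pin-transferred compounds, and grown at 37 °C for at least 48 hr. Viability was read as ATP luminescence.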
An asterisk follows results filed as active; u = inconclusive; x = not tested or not shown; & = joins results of further samples; [ ] = remark or other dose. Calls come from the whole dose curve; as a rule, active = well fitted curve in the direction sought with a large enough effect; inconclusive = small, poorly fitted or top-dose-only effect, or another doubt; inactive = no such curve, though single readings can be large; an effect the other way counts as inactive or inconclusive. % is set by controls: 0 for no effect and ±100 for the full control effect; potency is the fitted concentration of half-maximal effect.

SMILES | TDP1 inh | TDP1 cell noCPT | TDP1 cell CPT
Cc1ccccc1CN1CCN(CC(=O)NCc2ccccc2)CC1 | 4% | -22% | 15%
Cc1ccc(NS(=O)(=O)c2ccc(C)c(NC(=O)COc3ccccc3)c2)c(C)c1 | 5% | u | u
COC(=O)c1ccc(Oc2c(C)oc3cc(OCc4cnn(-c5ccccc5)c4)ccc3c2=O)cc1 | 0% | -24% | u
O=C(/C=C/c1cccs1)c1ccco1 | x | u | -15%
CCC(=O)NCCc1nc2ccccc2n1CC(=O)c1ccccc1 | 1% | 12% | -15%
CCCOc1ccc(/C=C2/C(=O)ON=C2C)cc1OCC | x | u | u
C=CCOc1c(Br)cc(/C=C2/C(=O)ON=C2C)cc1OC | x | u | u
CCOc1ccc(NC(=O)C2CC(=O)N(C(C)C)C2)cc1 (stereo not drawn) | 8% | -2% | 0%
CCOc1cc(CNc2ccc(O)cc2)cc(Cl)c1OCc1ccccc1 | 4% | 16µM* | 21µM*
CC(=O)Nc1ccc(NC(=O)CCCn2nc(C)c3sc4ccccc4c3c2=O)cc1 | 6% | u | -19%
CCOC(=O)C1(Cc2cccc(Cl)c2)CCCN(C(=O)CCSC)C1 (stereo not drawn) | 2% | u | u
Cc1cccc(Nc2c3c(nc4nncn24)CCC3)c1C | 0% | u | u
CCN(CC(=O)Nc1ccc(NC(C)=O)cc1)CC(=O)Nc1cccc2ccccc12 | x | u | -9%
CCOc1ccccc1C1CC(=O)NC(SCC)=C1C#N (stereo not drawn) | 7% | -14% | -2%
COC(=O)c1ncn(C2OC(COC(C)=O)C(OC(C)=O)C2OC(C)=O)n1 (stereo not drawn) | 0% | -1% | 6%
COCCN(C(=O)COC(=O)c1ccc2ccccc2c1)c1c(N)n(Cc2ccccc2)c(=O)[nH]c1=O | x | -26% | -21%
Cc1ccc(NC(=O)/C(C#N)=N/Nc2ccc(C(=O)O)cc2)c(C)c1 | 4% | -1% | 1%
CN(C)NC(=O)C(NC(=O)c1ccc(N)cc1)C12CC3CC(CC(C3)C1)C2 (stereo not drawn) | 0% | 2% | 1%
COc1cccc(N2CCN(S(=O)(=O)c3cc4c(cc3Cl)NC(=O)CO4)CC2)c1 | x | -10% | 9%
N#CC(=C1SC=CS1)c1nc(-c2ccccc2)cs1 | 2% | u | -12%
C=CCn1c(SCc2cc(=O)n3ccsc3n2)nc2cc(Cl)ccc2c1=O | 0% | u | 0%
CC(c1ccncn1)N(C)Cc1nc(-c2ccc(C(F)(F)F)cc2)no1 (stereo not drawn) | 0% | u | 18µM*
NC(=O)C1CCN(Cc2nnnn2Cc2ccco2)CC1 | 5% | -1% | 0%
CCOc1ccccc1C(=O)NCC(=O)N1CCC(C)CC1 | 0% | -1% | 14%
CCC(C)NC(=O)C1c2ccccc2Oc2ccccc21 (stereo not drawn) | 7% | u | -14%

Entries of single compounds as entered above. Screens in order: TDP1 inh, TDP1 cell noCPT, TDP1 cell CPT
Results for CCC(=O)NCCc1nc2ccccc2n1CC(=O)c1ccccc1 → 1%, 12%, -15%
Results for Cc1ccccc1CN1CCN(CC(=O)NCc2ccccc2)CC1 → 4%, -22%, 15%

3 structures out of the list, sorted by number of heavy atoms, highest first.
SMILES | TDP1 inh | TDP1 cell noCPT | TDP1 cell CPT
COCCN(C(=O)COC(=O)c1ccc2ccccc2c1)c1c(N)n(Cc2ccccc2)c(=O)[nH]c1=O | x | -26% | -21%
COC(=O)c1ccc(Oc2c(C)oc3cc(OCc4cnn(-c5ccccc5)c4)ccc3c2=O)cc1 | 0% | -24% | u
Cc1ccc(NC(=O)/C(C#N)=N/Nc2ccc(C(=O)O)cc2)c(C)c1 | 4% | -1% | 1%

Further structures.
SMILES | TDP1 inh | TDP1 cell noCPT | TDP1 cell CPT
COc1ccc(C)cc1NC(=O)c1ccc(NC(=O)CC2SC(N3CCCC3)=NC2=O)cc1 (stereo not drawn) | 0% | -10% | -19%
COc1ccc(CCn2c(C)cc(C(=O)COC(=O)c3cnccn3)c2C)cc1 | 9% | 12% | -5%
CCOC(=O)[C@]12CCC=C1N(Cc1cccc3ccccc13)C(=O)[C@H](CC(=O)NCCCCc1ccccc1)C2 | x | 16µM* | 23µM*
CCCNC(=O)C1CC(=O)N(c2ccc(OCc3ccc(Cl)cc3)cc2)C1 (stereo not drawn) | x | 8.2µM* | u
COc1cccc(NC2c3ccccc3C(=O)N2Cc2ccccc2Cl)c1 (stereo not drawn) | x | u | u
Cc1oc2c(O)c(O)ccc2c(=O)c1-c1ccc(Cl)cc1 | x | u | 12%
O=C(O)CC1CC(O)CCC1=O (stereo not drawn) | x | -6% | -22%
CCOCCCn1c(SC(C)C(=O)NCC2CCCO2)nc2sc(C)c(C)c2c1=O (stereo not drawn) | -4% | -13% | -18%
O=C(CCCOc1ccc(Cl)cc1)NC1CCCCC1 | x | -9% | -9%
CCOCCCNC(=O)c1ccc2c(c1)ncn2-c1ccccc1OC | x | u | u
O=C(NCCc1cn2cccnc2n1)C1CCC(=O)N(Cc2ccccc2F)C1 (stereo not drawn) | x | -4% | -11%
CC(C)CC(c1nnnn1Cc1ccccc1)N1CCN(C(=O)c2ccco2)CC1 (stereo not drawn) | 5% | u | u
C[C@@H](C(=O)NCCc1ccc(F)cc1)N1C(=O)N2CCc3c([nH]c4ccccc34)[C@@]2(C)C1=O | x | 12µM* | 12µM*
O=c1cc(-c2ccccc2)[nH][nH]1 | 10% | u | -20%
Oc1ccc(/C=N/Nc2nc(-c3ccccc3F)nc3ccccc23)c(O)c1 | 11% | 7.3µM* | 5.8µM*
Cc1cc(N2C(=O)C3C4C=CC(C4)C3C2=O)no1 (stereo not drawn) | 7% | -17% | -14%
O=C(CN1C(=O)c2ccccc2C1=O)NCCc1c[nH]c2ccccc12 | 0% | -6% | -14%
O=C1Cc2cc([N+](=O)[O-])ccc2N1c1c(Cl)cccc1Cl | x | -17% | 22%
O=C(O)CSc1nnc(COc2cccc3ccccc23)o1 | 3% | -8% | 9%
COc1ccc(CNC(=O)CN(c2ccc(OC)c(Cl)c2)S(=O)(=O)c2ccc(C)cc2)cc1 | 3% | u | 26µM*
Cc1cc2n(n1)C(c1cn(-c3ccccc3)nc1C)Nc1c(C)cccc1-2 (stereo not drawn) | 2% | -23% | -43%
Cn1c(=O)c([N+](=O)[O-])c(N2CCSCC2)c2ccccc21 | 8% | u | u
CCc1nc2ccc(C(=O)N3CCN(S(=O)(=O)CC)CC3)cn2c1N(CCC(C)C)CCN(C)C | x | -5% | 0%
COc1cccc(NC(=O)NNC(=O)C(C)Oc2ccc3ccccc3c2)c1 (stereo not drawn) | 2% | -1% | -7%
O=Cc1ccc(N2CCCC2)c([N+](=O)[O-])c1 | 0% | -23% | -7%
C[C@@H]1CCCCO[C@H](CN(C)S(=O)(=O)c2cccs2)[C@@H](C)CN([C@H](C)CO)C(=O)c2cc(NC(=O)C3CCCCC3)ccc2O1 | x | 26µM* | 18µM*
COc1cc(/C(C)=N/NC(=O)CN2CCN(S(=O)(=O)c3ccc(C)cc3)CC2)ccc1O | 5% | 2% | 8%
Cc1ccsc1C(=O)Nc1ccccc1N1CCCC1 | x | 13µM* | u
COC(=O)CN1C(=O)[C@H]2[C@@H](C3CC3)N3C(=O)CN(CCO)C(=O)[C@@]3(Cc3ccccc3)[C@H]2C1=O | x | -20% | -6%
CC(C)(C)OC(=O)N1CCC(c2c(C(=O)N3CCN(c4cccc(Cl)c4)CC3)cnn2-c2cccc(Cl)c2)CC1 | 1% | 9.2µM* | 15µM*
CCc1cc(=O)oc2cc(C)c(CN3CCCC(C)C3)c(O)c12 (stereo not drawn) | x | u | u
Brc1ccc(-c2nnc3sc(CNCc4ccc5c(c4)OCO5)cn23)cc1 | 1% | -12% | -2%
Cc1nc(C)c(Oc2cccc(C(F)(F)F)c2)c(=O)[nH]1 | 3% | -4% | 2%
CC(/C=C/c1ccco1)=N\NC(=O)c1cc(Cl)ccc1O | 8% | u | u
CN(C)c1ccc(/C=C/c2nc3ccccc3c(=O)n2-c2ccc(C(=O)O)cc2)cc1 | x | u | -20%
COc1c2occc2cc2ccc(=O)oc12 | 12%[56.1 µM] | -14%&-3%&-7%&-11% | 3%&21%&16%&8%
O=C(CCNC(=O)c1ccco1)Nc1ccc(OC(F)(F)F)cc1 | x | 3% | -3%
Cc1ccc(NC2CCCCC2NS(=O)(=O)c2ccccc2)c(C)c1 (stereo not drawn) | 10% | -12% | u
COc1ccc(/C=N/NC(=S)N[C@H]2CC3CCC2C3)cc1 (stereo partly drawn) | 8% | u | u
O=C(NCCc1ccc(Cl)cc1)c1ccc(Cn2c(=O)[nH]c3ccccc3c2=O)cc1 | 28µM* | 3.7µM* | 6.5µM*
COc1ccccc1NC(=O)CSc1nc(-c2cccc(Cl)c2)nc2c1Cc1c(CO)cnc(C)c1O2 | 5% | -9% | 2%
C(=C\c1nc2ccccc2s1)/c1ccc2c(c1)OCO2 | x | 11µM* | u
COc1ccccc1N1CCN(/N=C/c2ccc(Cl)c([N+](=O)[O-])c2)CC1 | 10% | u | u
N#CC1=C(N)NC(=S)C(C(N)=O)C1c1ccccc1F (stereo not drawn) | 3% | u | u
CCOC(=O)C1=C(CBr)NC(=O)NC1C (stereo not drawn) | 10% | u | -22%
Cc1ccc(/C=c2\sc3n(c2=O)CN(c2cccc(Br)c2)CN=3)o1 | 2% | -20% | -26%
Cc1cc(C)c(C)c(S(=O)(=O)NCC(=O)NCC2CCCCC2)c1C | 8% | u | -5%
O=C(COc1ccc(S(=O)(=O)N2CCOCC2)cc1Cl)NCc1ccc2c(c1)OCO2 | x | u | -21%
S=c1nc[nH]c2c1ncn2-c1ccccc1 | x | -2% | 6%
Cc1cc2oc(C(=O)Nc3sc4c(c3C(=O)NCC3CCCO3)CCC4)cc(=O)c2cc1C (stereo not drawn) | 1% | -20% | 9%

Carrying on:
SMILES | TDP1 inh | TDP1 cell noCPT | TDP1 cell CPT
Cc1oc(S(=O)(=O)N2CCCCC2)cc1NC(=O)Nc1ccc(F)cc1 | 4% | u | -19%
O=S(=O)(NCC1(N2CCOCC2)CCCCC1)c1ccccc1Cl | x | u | u
CCOC(=O)C(=CNc1cc(C)nn1-c1ccc(Cl)cc1)C(=O)OCC | 6% | u | 23µM*
CCOC(=O)c1cc(-c2cccnc2)nn1-c1ccccc1C | 4% | u | u
O=c1[nH]c2ccc(Br)cc2c(-c2ccccc2)c1CN1CCOCC1 | 6% | u | u
O=C(NCCc1ccccc1)C1CCN(S(=O)(=O)c2cccc3nonc23)CC1 | 4% | 5% | 9%
O=C(COc1ccccc1)NCC(=O)NC1CCCCC1 | -3% | 4% | 2%
O=C(c1ccccc1NS(=O)(=O)c1ccc(F)cc1F)N1CCCCC1 | 0% | -28% | -2%
Cc1[nH]c(=O)[nH]c(=O)c1Sc1ccccc1[N+](=O)[O-] | 3% | -7% | -20%
CC1(C(=O)NCC2CCCCC2)CCN1C(=O)Cc1ccc(-c2ccccc2)cc1 (stereo not drawn) | x | 23µM* | u
CCN1C(=O)C(O)(c2c[nH]c3ccccc23)c2cc(Br)ccc21 (stereo not drawn) | 5% | u | -10%
CCO[C@H]1OC(C(=O)NCc2ccccc2)=C[C@@H](C(C)(C)C)[C@@H]1CCCO | x | -23% | -25%
CC(C)=CCC1C(=O)N(c2ccccc2)N(c2ccccc2)C1=O | 6% | 3.8µM* | 3.8µM*
COCCCn1c(SCc2nnc(-c3ccc(OC)c(OC)c3)o2)nc2ccccc2c1=O | 5% | 23µM* | u
CCOC(=O)N(C)c1c(CC)nc2c(OCc3ccccc3)cccn12 | x | 23µM* | 21µM*
CNC(=O)NC(=O)C(C)Oc1ccccc1F (stereo not drawn) | 7% | -1% | 15%
C[C@H](CO)N1C[C@H](C)[C@@H](CN(C)C(=O)c2ccc(F)cc2)Oc2cc(Br)ccc2S1(=O)=O | x | 13µM* | 26µM*
O=c1[nH][nH]c(-c2ccccc2O)c1C(C[N+](=O)[O-])c1cccc(Cl)c1 (stereo not drawn) | -3% | u | u
CCOc1ccc(C2c3c(oc4ccc(C)cc4c3=O)C(=O)N2CCCN2CCOCC2)cc1 (stereo not drawn) | -2% | -15% | -7%
O=C1CC(c2cccc(Cl)c2)CC(O)=C1C=Nc1ccccc1 (stereo not drawn) | -3% | u | -30%

Single entries from above.
Value of COCCCn1c(SCc2nnc(-c3ccc(OC)c(OC)c3)o2)nc2ccccc2c1=O in TDP1 inh: 5%
Value of CCOC(=O)N(C)c1c(CC)nc2c(OCc3ccccc3)cccn12 in TDP1 cell noCPT: 23µM*
Value of O=c1[nH][nH]c(-c2ccccc2O)c1C(C[N+](=O)[O-])c1cccc(Cl)c1 (stereo not drawn) in TDP1 inh: -3%
Value of O=C(c1ccccc1NS(=O)(=O)c1ccc(F)cc1F)N1CCCCC1 in TDP1 cell noCPT: -28%

An unsorted share of the library; any-hit rate near 18%.
